FAS-TE inh: FAS thioesterase (human) inhibition | P49327 | recombinant FAS-TE, OMFH fluorogenic substrate, fluorescence endpoint | inhibition, % at 15 µM | hit rate 0.67% among 360,000;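 active means compounds whose normalised, plate-corrected inhibition of enzyme fluorescence in the single-dose primary screen is 50% or more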;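 further: 0% = DMSO with enzyme and 100% = substrate without enzyme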
TbMetRS inhib: blocks T. brucei methionyl-tRNA synthetase activity; AID 624268; inhibition, % at 11.9 µM; purified T. brucei MetRS, ATP depletion, Kinase-Glo luminescence; hit rate 0.4% among 360,000;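 active means inhibition above a per-plate cutoff of the control wells' mean inhibition plus 3 SD, cut at about 5.5% in these data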;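 further: 0% = DMSO wells median and 100% = median of wells with control inhibitor compound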
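assay system = parasite MetRS enzyme | timing = 15 min preincubation, 2 h reaction, all 25 °C | evaluation = percent inhibition relative to median high and low control wells | medium = HEPES buffer containing pyrophosphatase, BSA, spermine, DTT | compound = single dose, 11.9 µM final nominal, 0.9% final DMSO | detection = Kinase-Glo luminescence, ATP depletion format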
PABP1 MLLE inh: inhibitors of microRNA-mediated deadenylation, human PABP1 MLLE binding; P11940; GST-MLLE / FITC-PAM2 fluorescence polarization; inhibition, % at 20 µM; hit rate 0.36% among 360,000; AID 588489; in the data active means inhibition above about 35%, passing the limit was not always enough;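 further: plate controls were DMSO wells with GST-MLLE for no effect and wells lacking GST-MLLE protein for full effect; some results filed as inactive read as strong as hits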
MsrA inh: inhibits bovine methionine sulfoxide reductase A. AID 651718. purified bovine MsrA, absorbance read-out. inhibition, % at 15.5 µM. hit rate 0.75% among 360,000; in the data active means inhibition above about 4.5%;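 further: 0% = vehicle wells with enzyme and 100% = reference inhibitor wells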
E coli Lon inh: inhibitors of E. coli Lon protease | P0A9M0 | purified E. coli Lon protease, fluorescence polarization | inhibition, % at 7.94 µM | hit rate 0.42% among 360,000; in the data active means inhibition above about 13%, passing the limit was not always enough;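 further: 0% = enzyme with probe and DMSO and 100% = no enzyme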
bovine MsrA act: bovine methionine sulfoxide reductase A activation; hit rate 0.3% among 360,000; purified bovine MsrA, absorbance read-out; activation, % at 10.6 µM; in the data active means activation above about 7.5%;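 further: 0% = vehicle and 100% = reference activator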
MT1-MMP act inh: inhibitors of human MT1-MMP activation | P50281 | HT1080 RFP-PRO-GFP cells, GFP/RFP ratio fluorescence, overnight; percent of plate control window, DMSO zero | GFP/RFP ratio change, % at 20 µM | hit rate 0.061% among 360,000 | AID 651647;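 active means GFP/RFP ratio change of at least 30% with cell ATP level not reduced by more than half and red fluorescence within 50% of control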; further: strong numbers were not always called active
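system = RFP-PRO-GFP reporter HT1080 cells | dosing = 20 µM single dose, 1% DMSO | timing = overnight cell settling, then overnight compound exposure, 37 °C, 5% CO2 | read-out basis = GFP/RFP fluorescence ratio | controls = DMSO and RFP-L50D-GFP cell wells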
SKN-1 inh: blocks SKN-1 activity in C. elegans | C. elegans VP596 Pgst-4::GFP/RFP ratio, acrylamide-induced, 24 h | inhibition, % at 21.8 µM | hit rate 0.49% among 360,000 | AID 624304;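 active means interference check ratio from 0.5 to 1.5 plus GFP to RFP signal ratio inhibition reaching or exceeding a fixed threshold, cut at about 30% in these data, passing the limit was not always enough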; further: some compounds called inactive have numbers as strong as hits
NRP1-CendR mod: modulators of CendR peptide binding to human neuropilin-1. O14786. FAM-RPARPAR peptide binding to NRP-1, fluorescence polarization. inhibition, % at 25 µM. hit rate 0.85% among 360,000;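 active means inhibition or corrected inhibition above about 18%, plus a signal ratio from 0.5 to 1.5, limit read from the data, passing the limit was not always enough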; further: strong numbers were not always called active
Target sequence (O14786 whole entry, looked up): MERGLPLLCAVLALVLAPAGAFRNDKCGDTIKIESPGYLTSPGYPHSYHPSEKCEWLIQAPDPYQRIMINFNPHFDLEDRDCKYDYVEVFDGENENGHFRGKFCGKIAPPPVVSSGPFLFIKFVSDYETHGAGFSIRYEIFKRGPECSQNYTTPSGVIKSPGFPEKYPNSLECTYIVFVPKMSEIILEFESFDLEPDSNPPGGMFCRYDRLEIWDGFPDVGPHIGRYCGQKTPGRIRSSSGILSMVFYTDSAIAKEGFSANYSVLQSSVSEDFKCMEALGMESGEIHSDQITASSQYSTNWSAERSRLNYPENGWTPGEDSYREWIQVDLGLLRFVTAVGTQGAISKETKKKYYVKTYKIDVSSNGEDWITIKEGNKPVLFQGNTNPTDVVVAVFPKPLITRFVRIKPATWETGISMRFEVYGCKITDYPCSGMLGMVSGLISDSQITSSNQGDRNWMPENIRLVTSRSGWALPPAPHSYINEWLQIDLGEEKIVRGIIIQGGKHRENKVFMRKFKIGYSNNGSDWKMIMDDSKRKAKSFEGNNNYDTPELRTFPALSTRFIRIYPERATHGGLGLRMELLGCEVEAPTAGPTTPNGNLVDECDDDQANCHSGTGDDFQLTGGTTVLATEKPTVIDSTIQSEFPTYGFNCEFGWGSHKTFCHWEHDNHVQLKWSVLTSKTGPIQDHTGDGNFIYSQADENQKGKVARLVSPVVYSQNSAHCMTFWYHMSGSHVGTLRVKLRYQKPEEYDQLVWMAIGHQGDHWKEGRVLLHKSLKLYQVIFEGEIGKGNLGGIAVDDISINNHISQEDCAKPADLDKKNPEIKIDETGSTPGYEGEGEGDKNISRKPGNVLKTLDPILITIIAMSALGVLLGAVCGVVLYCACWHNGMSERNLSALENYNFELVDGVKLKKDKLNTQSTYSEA
Active calls of the source: *; nt = not tested or not shown. An unsorted share of the library; overall some 4% were active at least once.

Compound	FAS-TE inh	TbMetRS inhib	PABP1 MLLE inh	MsrA inh	E coli Lon inh	bovine MsrA act	MT1-MMP act inh	SKN-1 inh	NRP1-CendR mod
COC(=O)Cc1cc(OC)c(OC)cc1S(=O)(=O)N(C)C	-8	0.0	-8	0.4	1	1	-1	2	-2
CC(C)(C)c1cc[n+](-c2[nH]c(=O)sc2/C=N/N=C(\[O-])c2cccnc2)cc1	-6	0.2	15	5.4*	3	-3	5	10	9
Cc1ccc(Cn2nnc(C(=O)Nc3cc(C)ccc3C)c2N)cc1	15	0.2	-2	-1.1	2	-1	-1	-3	-18
CCc1ccc(-c2nc(CS(=O)CC(=O)NCc3cccnc3)c(C)o2)cc1 (stereo not given)	-2	-0.7	7	1.7	-4	0	0	5	-3
CCc1ccc2c(CN3CCN(Cc4ccccc4)CC3)cc(=O)oc2c1	7	-0.5	4	-0.6	5	-4	4	4	-5
COC(=O)c1ccc(N=Cc2c(-c3ccccc3)[nH][nH]c2=O)cc1	-5	-0.5	21	0.7	2	-3	-1	4	6
O=C(c1ccc(S(=O)(=O)N2CCCC2)cc1)N1CCCCCC1	-4	-0.4	16	0.1	-13	-1	3	7	-15
CCCCn1c(N2CCC(Cc3ccccc3)CC2)nc2c1c(=O)[nH]c(=O)n2C	14	3.2	-5	-0.4	8	-13	1	-18	6
CC(C)c1ccc(NC(=O)Nc2nc(C(N)c3ccccc3)cs2)cc1 (stereo not given)	-19	-0.2	-1	-0.6	12	-6	-2	6	2
O=C(Nc1ccc(N2CCCC2)cc1)c1cccc(Cl)c1	1	-0.5	-10	0.0	5	-3	5	-8	-12
Cc1nn(-c2ccccc2)c(Cl)c1C(=O)NCC(C)c1ccccc1 (stereo not given)	5	-0.1	-2	-0.8	-7	-2	-2	19	20
COc1cc2c(cc1NC(=S)NC(=O)/C=C/c1ccc(OC)c(OC)c1)oc1ccccc12	5	-1.4	-27	1.0	0	-13	6	-14	-5
COc1ccc(-c2nc(NC(=O)C3CC(=O)N(c4ccc5c(c4)OCCO5)C3)sc2C)cc1 (stereo not given)	49	-0.8	-13	0.3	10	-4	2	13	-6
O=C(COC(=O)c1ccc(Cl)cc1[N+](=O)[O-])NCc1ccco1	-2	0.0	13	1.1	-9	-4	-1	-5	6
CCNC(=O)CN(c1ccc(OC)c(OC)c1)S(=O)(=O)c1ccccc1	-6	-0.1	-1	1.4	1	-1	4	-9	9
O=C(O)CSc1ncnc2sc3c(c12)CCCC3	-7	0.0	0	1.7	-7	0	-1	-3	-9
O=C(/C(=C/c1cccnc1)n1ccnc1)c1ccc(Cl)cc1Cl	4	0.1	-8	-1.2	-4	-3	-7	4	5
Cc1onc(-c2ccccc2Cl)c1C(=O)Nc1ccc(-n2nncc2-c2ccco2)cc1	18	-0.3	-10	nt	-6	-3	2	3	-13
COc1ccc(N(CC(=O)Nc2cccc(F)c2)S(=O)(=O)c2c(C)[nH]c(=O)[nH]c2=O)cc1	0	-0.3	17	0.3	4	-3	-4	7	1
N#Cc1ccccc1Sc1ccccc1C(=O)OCC(=O)NC1CCS(=O)(=O)C1 (stereo not given)	-10	-0.2	5	-0.2	-9	-1	1	9	-2
CN(C)C(=O)c1ccc(NC(=O)CSc2nnc(-c3ccc4c(c3)OCO4)o2)cc1	-5	-0.4	-10	1.1	1	-3	4	15	-9
COc1ccccc1NC(=S)N1CCN(C(=O)c2ccco2)CC1	-7	0.1	-24	0.2	0	-4	-4	3	-18
CCOC(=O)c1csc(NC(=O)c2ccccc2)n1	-6	-1.1	-4	0.7	-7	-3	-13	10	-9
COc1ccc(S(=O)(=O)NCc2ccncc2)cc1NC(=O)c1ccccc1C	-7	-0.1	15	0.1	-9	-2	-1	-1	-7
COC[C@@H]1CCCN1[C@@H]1CS(=O)(=O)N[C@H]1COCc1ccccc1	-6	-1.1	3	0.1	1	-5	1	20	-6
Cc1ccc(S(=O)(=O)N2CCN(C(=O)COC(=O)c3c(C)noc3C)CC2)c(C)c1	-1	-0.2	2	0.7	-1	-6	5	-12	-3
CC(=O)c1ccc(OCC(=O)N2CCN(S(=O)(=O)c3ccc(C)cc3C)CC2)cc1	2	0.3	-9	-0.3	8	-1	-1	12	6
Cc1cccc(N2CCN(C(=S)NCCc3ccccc3)CC2)c1C	25	-0.2	-124	-0.2	-9	3	28	10	-4
O=C1c2ccccc2C(=O)N1CNc1ccccc1	-4	-1.0	2	-0.7	-7	2	2	-13	-2
O=C(O)CCC(=O)Nc1ccc(Br)cn1	-1	0.4	-3	0.5	-7	-3	4	20	10
COc1cccc(CNCc2ccccc2OC)c1	-8	-0.3	-1	-0.5	-7	-3	1	-2	-12
CCOc1ccccc1OCCCC(=O)Nc1cc(S(=O)(=O)N2CCCCC2)ccc1C	7	-0.4	-14	2.2	10	-2	1	-5	-6
COc1ccccc1NC(=O)/C=C1\NC(=O)CS1	-4	-0.8	-2	3.0	-1	-3	0	3	-12
Cc1nc(C)c(-c2ccnc(/N=C/NO)n2)s1	-6	-0.1	-16	1.4	0	-5	0	2	-1
Cc1ccccc1S(=O)(=O)N1C[C@H]2CON(C)[C@H]2C[C@H]1c1cccc(Br)c1	2	-0.2	-13	2.4	-7	-1	-2	17	-1
COC(=O)COc1ccc2c(c1)O/C(=C\c1ccco1)C2=O	4	0.0	-25	2.7	-15	-1	9	18	-23
COc1ccc(Cc2nc(C(=O)Nc3ccc(Cl)cc3)cs2)cc1	31	0.2	0	nt	-6	-5	4	2	-2
CCOC(=O)c1sc(C)c2c(=O)n(CC(=O)c3ccc(Br)cc3)nnc12	13	-0.2	-3	1.1	5	-11	1	-33	-5
O[C@H]1C[C@H](c2ccccc2)N(CC2CCCCC2)C[C@@H]1n1cc(-c2ccc(F)cc2)nn1	41	0.5	-5	-0.3	-5	-1	-3	-4	0
CCOC(=O)C1=C[C@@H](C(C)(C)C)N(S(=O)(=O)c2ccc(C)cc2)[C@H]1c1ccc(F)cc1	29	-0.6	-13	-0.7	8	2	-14	19	6
NS(=O)(=O)c1ccc(CNC(=O)CSc2ccccc2)cc1	-1	-0.3	29	2.8	-9	-7	-2	2	-1
CC(C)(C)c1cc(C(=O)NNc2cc(C(F)(F)F)ccc2Cl)n(Cc2ccccc2)n1	54*	-1.4	-25	0.3	11	-5	-10	-6	-16
CCc1ccc(-c2nn(Cc3ccccc3)cc2/C=C/C(=O)O)cc1	-2	-0.4	-3	2.7	0	-9	9	16	2
CCN(CC)CCSc1nc(O)c(-c2ccccc2)c(=O)n1-c1ccccc1	-6	-0.3	34	1.0	2	-3	-2	9	-3
COc1ccc(C(=O)COC(=O)C2CCN(c3ccc(C(F)(F)F)cn3)CC2)c(OC)c1	30	-0.5	-13	-0.4	-8	-2	0	-2	8
O=C(CSCC(=O)N1CCCc2ccccc21)Nc1nc(-c2ccccc2)cs1	19	0.5	26	0.3	2	1	-3	-3	-15
Cc1nc(CN(C)c2ncnc3ccc(-c4ccc5c(c4)OCO5)cc23)cs1	-2	-0.7	-16	0.4	-3	-3	-3	3	-8
CCOc1ccc(NC(=O)/C(=C\c2ccc(OC(C)=O)c(OC)c2)NC(C)=O)cc1	-5	-0.7	-12	0.9	-12	-5	3	0	3
COc1ccc(S(=O)(=O)N2CCCCC2)cc1NC(=O)c1[nH]c(C)c(C(C)=O)c1C	10	-0.3	7	1.4	-5	-3	8	-3	-15
COc1ccc(C(=O)COC(=O)C2CC3CCCC(C2)C3=O)cc1Br (stereo not given)	15	0.1	-17	-0.6	-2	0	4	-4	-8

Further entries:
Compound	FAS-TE inh	TbMetRS inhib	PABP1 MLLE inh	MsrA inh	E coli Lon inh	bovine MsrA act	MT1-MMP act inh	SKN-1 inh	NRP1-CendR mod
COc1cccc(-c2noc(Cn3nc(C(=O)O)c4ccccc4c3=O)n2)c1	7	-0.4	-5	-2.5	0	0	-1	17	6
O=C(CSc1ccccc1)Nc1ccc(N2CCOCC2)cc1	-1	0.4	7	0.3	-4	-2	4	13	-10
CC(=O)C1=CCC(c2ccccc2)N(S(C)(=O)=O)C1 (stereo not given)	-5	-1.1	2	-0.8	4	-7	5	9	10
O=C(COc1ccc(Cl)cc1Br)Nc1ccncc1	0	1.4	-2	-0.8	-8	-5	-8	-7	-13
O=C(NCc1cccnc1)c1cccc(NC(=O)c2ccco2)c1	-14	-0.8	-7	-0.8	6	-11	3	5	-1
CCc1ccccc1OCCCN1CCCC1	-9	-1.3	5	0.1	-16	-11	3	14	1
COc1ccc(NS(=O)(=O)c2ccc(C)c(NC(=O)CN3C(=O)NC4(CCCC4)C3=O)c2)cc1	-2	-0.3	10	-0.3	-9	-4	0	4	30*
O=C(c1nnc(-c2ccncc2)o1)c1ccccc1Cl	-6	-0.1	1	1.0	-10	1	0	4	-4
O=c1c2[nH]c3ccc(F)cc3c2nc2n1CCS2	1	0.2	-2	1.0	3	-7	7	4	-7
COC1C(C)=C(C)C(=O)N1Cc1ccccc1 (stereo not given)	-3	-0.4	9	0.8	2	1	3	12	-102
Cc1cccc(-[n+]2c(-c3cccc(Br)c3)[nH]c3nc4ccccc4nc32)c1	24	-0.4	15	0.3	-7	-3	-11	7	11

Entries listed above that bear a hit mark in MsrA inh.
| compound | TbMetRS inhib | PABP1 MLLE inh | MsrA inh | E coli Lon inh | bovine MsrA act | MT1-MMP act inh | SKN-1 inh | NRP1-CendR mod |
| --- | --- | --- | --- | --- | --- | --- | --- | --- |
| CC(C)(C)c1cc[n+](-c2[nH]c(=O)sc2/C=N/N=C(\[O-])c2cccnc2)cc1 | 0.2 | 15 | 5.4* | 3 | -3 | 5 | 10 | 9 |
